# Compound activity as filed in PubChem.
# GAA glycogen mod – alters human alpha-glucosidase cleavage of glycogen | P10253 | recombinant GAA, glycogen substrate, Amplex Red glucose oxidase fluorescence | Potency, µM (doses to about 76.4 µM), for the others: at the highest dose activity change, negative = inhibition, hits mostly inhibitors | 0.38% of 300,000 active;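 also: 0% = full enzyme reaction and -100% = no-enzyme basal signal; the screen sought inhibitors and activators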
#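 qHTS, 1536-well; enzyme 4 nM final; cpd up to 77 uM; substrate bovine liver glycogen 30 ug; 50 mM citrate/phosphate pH 5.0, 0.01% Tween-20; 37 C, 40 min; Amplex Red detection 45 min RT; Hill fit → AC50.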
# aGlu spleen mod – inhibits or activates alpha-glucosidase in human spleen homogenate; P10253; human spleen homogenate, 4-MU-alpha-glucoside fluorescence; Potency, µM (series often up to 79.9 µM), for the others: top-dose activity change, negative = inhibition, hits mostly inhibitors; 0.006% of 240,000 active;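 also: 0% = enzyme with vehicle and -100% = no enzyme basal signal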
#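 AC50 values come from Hill-equation fits of concentration-response data, normalized to no-enzyme and full-activity controls. Enzyme source: 1 ug human spleen homogenate; 1 mM fluorogenic 4-MU glucoside, pH 5.0 citrate buffer, 37 C, 40 min.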
# Tau fibril ThT – blocks human tau fibril formation measured by thioflavin T. P10636. recombinant tau K18 P301L, heparin-induced fibrillization, ThT fluorescence. Potency, µM (top dose mostly 57.4 µM), for the others: top-dose activity, negative = inhibition, usual class: inhibitors. 2.1% of 270,000 active. AID 1460; also: % is scaled to controls: 0 for no effect and ±100 for the full control effect; nearly all actives have a fitted effect of over 55% in size
# Target sequence (P10636 561-689 P618L limits assumed): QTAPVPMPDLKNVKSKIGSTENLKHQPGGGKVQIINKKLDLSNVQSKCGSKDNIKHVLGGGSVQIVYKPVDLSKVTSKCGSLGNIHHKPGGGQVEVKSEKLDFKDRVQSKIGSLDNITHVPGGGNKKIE
#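 In this qHTS, human K18 P301L tau is incubated with compound and heparin for 6 hr at 37 C, and Thioflavin T fluorescence then reports fibril load.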
# GAA inh – alpha-glucosidase (human) inhibition; 0.005% of 200,000 active; AID 1466; purified human GAA, 4-MU-alpha-glucoside fluorescence; Potency, µM (titrated, usually from 76.9 µM), inactives show at the top dose activity change, negative = inhibition, hits mostly inhibitors;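 also: plate controls were uninhibited enzyme wells for no effect and no-enzyme background for full effect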
#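 Human alpha-glucosidase, 4 nM, pre-mixed with test compounds before 400 uM 4-methylumbelliferyl substrate; 20 min room temperature at pH 5.0. Fluorescence read after pH 10 stop; AC50 values from Hill-equation fits.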
# GLA spleen mod – alpha-galactosidase A (human) modulation; 0.008% of 240,000 active; human spleen homogenate, 4MU-alpha-Gal fluorescence, 40 min; P06280; AID 2107; Potency, µM (series often up to 80 µM), for the others: at the top dose activity change, negative = inhibition, most hits filed as inhibitors;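 also: 0% = enzyme with vehicle and -100% = no enzyme basal signal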
# Target sequence (P06280 32-429 limits assumed): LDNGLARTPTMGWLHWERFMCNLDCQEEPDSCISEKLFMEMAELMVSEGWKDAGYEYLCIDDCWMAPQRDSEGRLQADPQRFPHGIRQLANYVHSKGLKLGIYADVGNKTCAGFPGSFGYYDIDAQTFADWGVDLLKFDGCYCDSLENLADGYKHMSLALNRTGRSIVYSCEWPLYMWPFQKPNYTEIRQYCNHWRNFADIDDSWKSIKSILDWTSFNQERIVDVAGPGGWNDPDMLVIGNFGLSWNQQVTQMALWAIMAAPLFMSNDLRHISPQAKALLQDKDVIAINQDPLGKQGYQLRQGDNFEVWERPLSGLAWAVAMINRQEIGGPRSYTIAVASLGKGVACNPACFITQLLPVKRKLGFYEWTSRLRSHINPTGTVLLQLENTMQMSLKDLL
#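 Spleen homogenate 1 ug + cpd (titration) + 4-MU-alpha-D-galactopyranoside 1 mM; 37C 40 min; 50 mM citrate/phosphate pH 5.0, 0.01% Tween-20; stop pH 10; fluorescence 365/440; AC50 via Hill.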
# Tau fluor counter – counter-screen for tau fibril formation inhibitors; tau K18 P301L (four-repeat tau fragment) Alexa594 fluorescence, heparin fibrillization; 0.93% of 280,000 active; Potency, µM (series often up to 57.7 µM), for the others: top-dose activity change, negative = decrease; also: % is scaled to controls: 0 for no effect and ±100 for the full control effect; nearly all actives have a fitted effect of over 55% in size
#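 Human K18 P301L tau (15 uM unlabeled plus 0.24 uM Alexa 594-labeled, final) in 100 mM sodium acetate pH 7 was mixed with compound and 20 uM heparin and incubated 6 hr at 37 C.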
# Tau fibril FP – inhibitors of human tau fibril formation; P10636; K18 P301L tau heparin fibrillization, Alexa594 FP, 6 h; Potency, µM (highest dose often 57.7 µM), inactives show at the top dose activity, negative = inhibition, usual class: inhibitors; 0.39% of 280,000 active; AID 1468; also: % is scaled to controls: 0 for no effect and ±100 for the full control effect; nearly all actives have a fitted effect of over 55% in size
#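 Steps: dispense K18 P301L tau (15 uM plus 0.24 uM Alexa 594 tracer, final) in pH 7 sodium acetate; add compound; add heparin (20 uM final); incubate 6 hr, 37 C; add ThT (30 uM final); after 1 hr ambient, read FP.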
# HTT ATP protect – cytoprotection in Huntington HTT-Q103 PC12 cell model | PC12 HTT-Q103 induced, cytoprotection, ATP luminescence, 40 h | Potency, µM (series often up to 56.4 µM), for the others: cytoprotection (ATP increase), usual class: activators | 0.14% of 230,000 active;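 also: % of control where 0% means no effect; nearly all actives have a fitted effect of over 45% in size; toxic huntingtin expression switched on by the ecdysone agonist tebufenozide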
#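 ATP quantification (ATPlite) reports survival of PC12 cells in which tebufenozide, 100 nM final, switches on Htt exon 1 with 103 glutamines linked to GFP; compounds are titrated.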
# * = called active by the depositor; ? = inconclusive; · = no result given; & = joins results of further samples; ! = a repeat was not active; [ ] = another dose, or the depositor's remark. Calls follow the shape of the dose curve; as a rule, active = well fitted curve in the direction sought with a large enough effect; inconclusive = small, poorly fitted or top-dose-only effect, or another doubt; inactive = no such curve, though single readings can be large; an effect the other way counts as inactive or inconclusive. Potency is read from the fitted curve at half-maximal effect.
SMILES,GAA glycogen mod,aGlu spleen mod,Tau fibril ThT,GAA inh,GLA spleen mod,Tau fluor counter,Tau fibril FP,HTT ATP protect
O=C(NCC1CCCO1)c1cccc(Oc2ccc([N+](=O)[O-])cc2Cl)c1 (stereo not drawn),-4%,5%,8%,-20%,-11%,9%,-2%,-16%
Cc1ccc(C(=O)CSc2nc3ccccc3c(=O)[nH]2)cc1,-1%,-19%,-16%,-1%,3%,-13%,-12%,-67%[inhibitor]
COc1ccc(NC(=O)N2CCN(S(C)(=O)=O)CC2)cc1OC,13%,6%,2%,-1%,3%,4%,-4%,?
C=Cc1ccc(Cn2c(C)c(CNCc3ccccc3C)c(C(=O)O)c2C)cc1,2%[76.3 µM],·,3%,·,·,6%,5%,·
CCOC(=O)c1c(NC(=O)COc2cccc3c2CCN(Cc2ccc(F)cc2)C3=O)sc2c1CCC2,-4%,1%,-6%,3%,2%,-5%,-5%,11%[10 µM]
O=Cc1cc([N+](=O)[O-])ccc1N1CCOCC1,7%,-5%,-4%,-2%,0%,7%,8%,17%[10 µM]
O=C(Cn1c(=O)oc2ccccc21)Nc1nnc(N2CCCCCC2)s1,5%,2%,5%,-2%,6%,-6%,5%,-10%
O=C1CC(c2ccco2)Sc2nc3ccccc3n21 (stereo not drawn),4%,5%,?,1%,9%,-18%,-8%,10%
O=C(O)CC(NC(=O)Cc1ccc([N+](=O)[O-])cc1)c1ccc2c(c1)OCO2 (stereo not drawn),-10%,-3%,-2%,3%,1%,-12%,-15%,-33%
CCOc1ccccc1NC(=O)COC(=O)Cc1ccc(-c2ccccc2)cc1,15%,0%,5%,-1%,-5%,6%,4%,6%[1.9 µM]
COC(=O)[C@H](Cc1ccccc1)NC(=O)N(C)Cc1ccccc1,5%,2%,-7%,·,-2%,-10%,-9%,41%[10 µM]
Cc1nnsc1NC(=O)OCC(C)C,8%,5%,?,2%,6%,-13%,-9%,-14%
CCCC(=O)O[C@]1(C(=O)CO)CCC2[C@@H]3CCC4=CC(=O)CC[C@]4(C)C3C(O)C[C@]21C (stereo partly drawn),·,-6%,-10%,·,-14%,-12%,-17%,-72%[inhibitor]
CCCOc1ccc(Cc2c(Cl)nc(SC)nc2NC)cc1,6%,-1%,-16%,-17%,4%,-18%,-6%,29%[10 µM]
Cc1noc(C)c1S(=O)(=O)N1CCCC(C(=O)NCCc2ccc(Cl)cc2)C1 (stereo not drawn),-2%,-1%,3%,1%,6%,5%,-13%,9%
COc1ccc(C2Nc3ccc(Br)cc3C(c3ccccc3)N2CC(=O)O)cc1 (stereo not drawn),-11%,-12%,-12%,-3%,-2%,-5%,4%,-48%[inhibitor]
CC1Oc2ccccc2N(CC(=O)N2CCc3ccccc32)C1=O (stereo not drawn),-10%,-16%,0%,-8%,2%,4%,3%,-9%[10 µM]
Cc1ccc(NS(=O)(=O)c2ccc(NC(=O)[C@@H]3CCCC[C@@H]3C(=O)O)cc2)c(C)c1,0%,-9%,0%,-14%,6%,-1%,-2%,-11%
O=C(CNCC1CCCCC1)Nc1ccc(OC(F)(F)F)cc1,8%,-3%,-2%,-7%,-7%,-19%,2%,-29%
NC(=S)N=Nc1c(O)[nH]c2ccccc12,-3%,0%,?,2%,4%,-17%,-5%,·

# For reference, some entries already given:
SMILES,GAA glycogen mod,aGlu spleen mod,Tau fibril ThT,GAA inh,GLA spleen mod,Tau fluor counter,Tau fibril FP,HTT ATP protect
COC(=O)[C@H](Cc1ccccc1)NC(=O)N(C)Cc1ccccc1,5%,2%,-7%,·,-2%,-10%,-9%,41%[10 µM]
Cc1nnsc1NC(=O)OCC(C)C,8%,5%,?,2%,6%,-13%,-9%,-14%
CCCC(=O)O[C@]1(C(=O)CO)CCC2[C@@H]3CCC4=CC(=O)CC[C@]4(C)C3C(O)C[C@]21C (stereo partly drawn),·,-6%,-10%,·,-14%,-12%,-17%,-72%[inhibitor]

# The list continues:
SMILES,GAA glycogen mod,aGlu spleen mod,Tau fibril ThT,GAA inh,GLA spleen mod,Tau fluor counter,Tau fibril FP,HTT ATP protect
COc1ccc(OCCN2CCN(C3CC(=O)N(CCC(C)C)C3=O)CC2)cc1 (stereo not drawn),-7%,-6%,-3%,-2%,-2%,1%,-3%,-29%[0.074 µM]
Cc1ccc2nc(-c3ccc(NC(=O)c4cccnc4)cc3)oc2c1,0%,-13%,?,-3%,-1%,?,?,-8%[10 µM]
COc1cccc(C(=O)Nc2ccc(C(F)(F)F)n(C)c2=O)c1,5%,-7%,-16%,?,12%,-15%,7%,·
CCN1CCCC1CNC(=O)C(=O)NC(C)C (stereo not drawn),-5%,-6%,5%,?,8%,9%,3%,1%[10 µM]
Cc1ccc(N2CCN(c3ccc(C)cc3)C2c2ccccn2)cc1,-21%,3%,?,-1%,1%,-21%,0%,19%[1.9 µM]
Cc1cccc(NC(=O)c2cccnc2)c1,2%,-3%,-8%,1%,2%,-5%,-2%,-10%
O=C(NC1=NCCS1)c1cccc(S(=O)(=O)N2CCc3ccccc32)c1,-9%,-2%,0%,-3%,-4%,-26%,-1%,20%[10 µM]
O=C(Cc1cccs1)NCc1cccc(CNC(=O)Cc2cccs2)c1,1%,2%,5%,-9%,0%,8%,4%,·
CSc1c[n+]2c(n1C)CCC2,-2%,-3%,-3%,3%,-11%,2%,1%,12%
CCCOc1ccc(OC(=O)c2ccc(-c3ccc(CCC)cn3)cc2)cc1,-2%[76.3 µM],·,?,·,·,-1%,1%,·
CCCNC(=O)Cn1cnc([N+](=O)[O-])n1,6%,-8%,-4%,3%,-1%,-4%,-1%,-1%[10 µM]
CC(=O)Nc1cccc(Oc2nc(C)cc(C)c2C#N)c1,4%,-8%,-6%,0%,-6%,-3%,-14%,14%[10 µM]
Cc1ccc(CC(=O)N2CCOCC2)cc1,8%,-1%,-1%,-5%,-5%,-1%,-5%,0%
CCOC1OC(=O)C(Cl)=C1Nc1ccccc1C (stereo not drawn),2%,1%,-10%,-1%,5%,-6%,5%,16%[10 µM]
Cc1ccc(Br)cc1S(=O)(=O)N1CCN(c2ccccc2)CC1,-5%,-3%,-8%,-10%,-10%,-23%,3%,8%[1.9 µM]
CCOC(=O)c1sc(N2C(=O)c3oc4ccc(C)cc4c(=O)c3C2c2ccccc2F)nc1C (stereo not drawn),9%[76.3 µM],·,-11%,·,·,-11%,-3%,·
CC/C=C\C/C=C\C/C=C\CCCCCCCC(=O)O,·,6%&0%&9%&-1%&0%,28µM*!,·,3%&8%&-3%&-2%&-23%,-15%&-10%&5%&-2%,?,?
CCN(CC)C(=S)SCC(=O)Nc1ncc2c(n1)CCCC2=O,1%,2%,-14%,·,5%,-12%,-5%,-6%[10 µM]
CCS(=O)(=O)c1ncc(Cl)c(C(=O)N2CCN(c3ccc(OC)cc3)CC2)n1,-17%[76.3 µM],·,?,·,·,?,?,·
COc1ccc(NC(=O)c2oc3ccccc3c2NC(=O)c2cc(=O)c3c(C)cc(C)cc3o2)cc1,-8%[76.3 µM],·,-1%,·,·,-14%,-1%,·
O=C(Nc1nnc(CSCc2ccc(F)cc2)s1)c1ccc([N+](=O)[O-])cc1,7%,-6%,?,-9%,2%,-13%,5%,-11%[10 µM]
Cc1nc2ccc(NC(=O)c3cc(S(=O)(=O)N(C)c4ccccc4)ccc3Cl)cc2s1,-3%,-8%,-11%,1%,-1%,-15%,-9%,·
COc1ccc(-c2cc(C(=O)Nc3nc4ccccc4s3)c3ccccc3n2)cc1OC,4%,-1%,-15%,-13%,-6%,-23%,?,0%[10 µM]
COc1ccccc1-c1nc(S(=O)(=O)c2ccc(Cl)cc2)c(N2CCCCCC2)o1,-7%[76.3 µM],·,-5%,·,·,-16%,11%,·
O=C(Nc1cc(C(F)(F)F)ccc1N1CCCC1)c1cccnc1,-4%,4%,-13%,4%,4%,-13%,-3%,16%
O=S(=O)(Nc1ccccn1)c1cccc(S(=O)(=O)c2ccc(Br)cc2)c1,-24%,-26%,-8%,-8%,2%,-10%,-2%,11%[10 µM]
COc1cccc(NC(=S)NC(C)c2ccc(OC)c(OC)c2)c1 (stereo not drawn),-15%,-4%,6%,6%,-9%,-5%,-4%,-22%
O=C(COC(=O)c1n[nH]c2ccccc12)Nc1ccc(Cl)cc1[N+](=O)[O-],17%,-4%,?,?,-5%,?,?,-55%[inhibitor]
Cc1cc(C)nc(Sc2ccc3nnc(C(F)(F)C(F)(F)C(F)(F)F)n3n2)n1,-5%,-3%,-2%,-9%,7%,2%,3%,4%[10 µM]
C=CC[C@H](N)C(=O)O,·,-2%,-3%,·,9%,-4%,?,-1%[1.9 µM]
COc1cc(C(c2c(C)[nH][nH]c2=O)c2c(C)[nH][nH]c2=O)ccc1OC(C)C,?,3%,?,3%,-4%,-6%,-11%,-3%[10 µM]
CCc1c(C)c(C#N)c2nc3ccccc3n2c1N1CCN(c2cc(C)ccn2)CC1,1%,-8%,-4%,0%,4%,1%,9%,-1%
CCCCn1nnnc1NCc1cc(OC)c(OC)cc1OC,-5%,-5%,-2%,-1%,-12%,0%,-3%,-30%[0.074 µM]
CSc1nc2ccc(Cl)cc2[nH]1,-2%,-7%,-3%,6%,-8%,-3%,-7%,-14%[10 µM]
COc1ccccc1NC(=O)Cn1cnc2c(nc3n2CCCCC3)c1=O,16%[76.3 µM],·,9%,·,·,6%,3%,·
O=C(Nc1nnc(SCc2ccc(F)cc2)s1)c1ccc2ncsc2c1,-3%,-5%,3%,0%,1%,-7%,-3%,6%[10 µM]
CCOc1cc(/C=C2\C(=O)N(CCc3ccc(OC)c(OC)c3)C(C)=C2C(=O)OC)ccc1O,?,-4%,28µM*,-8%,-4%,?,?,-13%[10 µM]
COc1ccc(C(=O)Nc2nnc(S(=O)(=O)N(C)c3ccc(C)cc3)s2)cc1,10%[76.3 µM],·,-6%,·,·,-12%,-12%,·
COc1ccccc1-c1cc2nc(C)c(CCC(=O)NC3CCCCC3)c(C)n2n1,18%[76.3 µM],·,-15%,·,·,-20%,5%,·
CN(C)S(=O)(=O)c1ccc2c(c1)c(=O)c(C(=O)N1CCOCC1)cn2C,-6%,2%,2%,2%[15.4 µM],5%,8%,9%,-3%
